# UPR XBP1 act = adaptive UPR (XBP1) activation; CHO-XBP1 luciferase reporter, IRE1-XBP1 UPR activation, luminescence; percent of tunicamycin response, DMSO as zero; activation, % at 20 µM; 0.33% of 330,000 active; AID 463104;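 active = versus positive control, 20 µM dose yields 30% or more activation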;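 also: 100% = tunicamycin at 10 µg/mL and 0% = DMSO only wells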
#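 Assay system: IRE1-XBP1 luciferase reporter CHO line. Input: 1000 cells/well. Buffer or medium: F12 with 10% serum. Doses: 20 µM, 1% DMSO. Times: overnight seeding at 37 °C, 6 h compound treatment at 37 °C. Technique: Steady-Glo luciferase glow luminescence, 10 min after reagent addition.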
# Jurkat NFkB inh = lowers PMA/ionomycin-induced NF-kB signal in Jurkat cells. PMA/ionomycin-induced NF-kB luciferase reporter, luminescence. inhibition, % at 4 µM. 0.53% of 330,000 active. AID 435003; in the data active = inhibition above about 50%
# tim23-1 inh = growth inhibitors of tim23-1 mutant yeast. S. cerevisiae tim23-1 growth, BacTiter-Glo luminescence, 24 h. inhibition, % at 20 µM. 1.3% of 330,000 active;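 active = growth inhibition of the mutant yeast at or above 50%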;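 also: temperature-sensitive mutant grown at 25 °C; plate controls were DMSO-treated mutant yeast for no effect and medium wells lacking yeast for full effect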
# 697 NFkB inh = inhibitors of the PMA/ionomycin-induced NF-kB reporter in 697 B cells | inhibition, % at 4 µM | 0.33% of 330,000 active | 697 B-cell NF-kB luciferase reporter, 16 h; in the data active = inhibition above about 35%
# tim10-1 inh = inhibits growth of tim10-1 mutant yeast; S. cerevisiae tim10-1 ts strain growth, BacTiter-Glo, 24 h; 2.2% of 330,000 active; inhibition, % at 20 µM; AID 463190;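 active = inhibition of at least 40%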;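 also: mutant grown at 25 °C; 0% = DMSO wells with yeast and 100% = wells holding no yeast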
# CHOP UPR activ = activators of apoptotic arm of unfolded protein response (CHOP) | CHO-CHOP luciferase reporter, UPR activation, luminescence; percent of tunicamycin response over DMSO baseline | activation, % at 10 µM | 0.34% of 330,000 active | AID 449763;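 active = at 10 µM dose, activation of 40% or more, normalized to positive control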;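 also: 100% = tunicamycin at 10 µg/mL and 0% = DMSO alone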
#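 System: CHO-CHOP luciferase reporter cell line; amount: 500 cells/well; buffer or medium: F12 medium containing 10% fetal bovine serum; incubation: 6 h compound exposure at 37 °C after overnight seeding; measured by: luciferase luminescence after 10 min with Steady-Glo reagent; evaluation: % reporter activation, DMSO baseline versus tunicamycin full activation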
# TIM10 inh = TIM10 yeast growth inhibition; S. cerevisiae TIM10 strain growth, BacTiter-Glo luminescence, 24 h; inhibition, % at 10 µM; 1.4% of 330,000 active;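 active = inhibition of 40% or more at the single tested concentration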;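 also: wild-type TIM10 isogenic control strain grown at permissive 25 °C; 0% = DMSO yeast wells and 100% = minimal medium wells without yeast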
# Mdm2-MdmX inh = inhibitors of human Mdm2/MdmX interaction. O15151+Q00987. SaOS-2 split-luciferase Mdm2/MdmX complementation, luminescence. inhibition, % at 8 µM. 3% of 330,000 active. AID 485346;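 active = inhibition of at least 50% at 8 µM in the primary screen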
# Target sequence (O15151 whole entry, looked up): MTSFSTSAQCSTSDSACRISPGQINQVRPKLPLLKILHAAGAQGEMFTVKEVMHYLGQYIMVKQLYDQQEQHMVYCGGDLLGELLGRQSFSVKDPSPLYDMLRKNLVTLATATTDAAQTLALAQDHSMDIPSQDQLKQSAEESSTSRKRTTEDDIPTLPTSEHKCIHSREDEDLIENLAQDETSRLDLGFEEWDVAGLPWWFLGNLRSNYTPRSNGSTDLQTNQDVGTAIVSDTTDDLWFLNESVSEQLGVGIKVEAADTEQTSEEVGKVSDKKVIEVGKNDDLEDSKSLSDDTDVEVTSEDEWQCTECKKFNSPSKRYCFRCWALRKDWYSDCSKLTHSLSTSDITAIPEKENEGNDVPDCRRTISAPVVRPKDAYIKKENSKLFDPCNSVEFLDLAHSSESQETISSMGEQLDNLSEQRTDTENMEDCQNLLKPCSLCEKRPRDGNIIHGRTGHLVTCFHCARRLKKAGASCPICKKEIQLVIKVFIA
# Target sequence (Q00987 whole entry, looked up): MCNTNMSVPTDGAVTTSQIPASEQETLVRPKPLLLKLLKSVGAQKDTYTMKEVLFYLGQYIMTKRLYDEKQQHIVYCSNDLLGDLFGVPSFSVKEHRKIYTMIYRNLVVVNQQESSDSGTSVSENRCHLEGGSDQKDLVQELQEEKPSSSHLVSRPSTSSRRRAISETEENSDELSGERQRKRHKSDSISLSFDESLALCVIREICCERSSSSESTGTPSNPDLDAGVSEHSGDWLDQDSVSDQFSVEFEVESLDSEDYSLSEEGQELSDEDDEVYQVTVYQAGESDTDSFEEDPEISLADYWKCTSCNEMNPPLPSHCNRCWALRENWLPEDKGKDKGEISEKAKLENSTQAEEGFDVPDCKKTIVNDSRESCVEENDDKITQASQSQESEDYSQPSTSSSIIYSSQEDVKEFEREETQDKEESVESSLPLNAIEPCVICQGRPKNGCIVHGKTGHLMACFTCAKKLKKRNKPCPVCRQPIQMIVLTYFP
# * = called active by the depositor.
# The opening 5 records (preview)
SMILES,UPR XBP1 act,Jurkat NFkB inh,tim23-1 inh,697 NFkB inh,tim10-1 inh,CHOP UPR activ,TIM10 inh,Mdm2-MdmX inh
COc1ccc(C(=O)OCC(=O)Nc2c(C)n(C)n(-c3ccccc3)c2=O)cc1OC,-3,-8,4,3,2,0.2,0,-1
COC(=O)C1=C(C)NC(C)=C(C(=O)OC)C1c1ccco1,0,-24,-2,13,-7,-1.6,10,32
CCOC(=O)c1cc(C(C)(C)C)oc1CN,2,-5,11,-19,1,0.1,3,6
CCOC(=O)c1c(C)n(C)c2ccc(OC)c([N+](=O)[O-])c12,1,2,-2,1,5,2.6,6,-31
COc1ccc(CCNC(=O)Cc2ccc(NC3=NC4CS(=O)(=O)CC4S3)cc2)c(OC)c1 (stereo unspecified),1,5,2,-3,3,1.1,3,-16

# This part in full, previewed entries included:
SMILES,UPR XBP1 act,Jurkat NFkB inh,tim23-1 inh,697 NFkB inh,tim10-1 inh,CHOP UPR activ,TIM10 inh,Mdm2-MdmX inh
COc1ccc(C(=O)OCC(=O)Nc2c(C)n(C)n(-c3ccccc3)c2=O)cc1OC,-3,-8,4,3,2,0.2,0,-1
COC(=O)C1=C(C)NC(C)=C(C(=O)OC)C1c1ccco1,0,-24,-2,13,-7,-1.6,10,32
CCOC(=O)c1cc(C(C)(C)C)oc1CN,2,-5,11,-19,1,0.1,3,6
CCOC(=O)c1c(C)n(C)c2ccc(OC)c([N+](=O)[O-])c12,1,2,-2,1,5,2.6,6,-31
COc1ccc(CCNC(=O)Cc2ccc(NC3=NC4CS(=O)(=O)CC4S3)cc2)c(OC)c1 (stereo unspecified),1,5,2,-3,3,1.1,3,-16
Brc1cnc2nc(SCc3nc4ccccc4[nH]3)[nH]c2c1,-3,-8,1,15,0,2.2,13,46
O=c1[nH]cc(-c2ccc(Br)cc2)n1Cc1ccccc1,-2,-30,32,-10,-7,19,2,5
Cc1ccc(CNC(=O)C2CCN(c3nn4c(=O)cc(C)nc4s3)CC2)cc1,-3,4,6,-6,5,1.7,-1,7
COc1ccc(Cl)cc1NC(=O)CN(C)C(=O)CN1C(=O)NC(C)(C)C1=O,2,-14,6,-6,-7,-2.0,1,-18
CC1(c2nnc(Cc3ccccc3)o2)CC(c2ccccc2)=NO1 (stereo unspecified),-1,4,7,-1,-21,0.5,-16,17
CC(=O)c1cccc(NC(=O)Nc2ccc(C(=O)N3CCCC3)cc2)c1,0,-2,32,-2,12,-1.8,9,52*
O=C(CSc1nnc(-c2ccc(Cl)cc2)n1-c1ccccc1)N/N=C/c1ccccc1C(=O)O,-6,1,6,15,11,-0.2,-2,2
O=C(NC1CCCCC1)N(Cc1cc2cc3c(cc2[nH]c1=O)OCCO3)CC1CCCO1 (stereo unspecified),-1,-22,31,-8,-6,-1.2,21,-6
Cc1nc2c3ccccc3nc(NNC(=O)CCC(=O)NC(C)C)n2n1,1,-11,12,-6,13,5.8,-3,-13
CC(=O)Nc1ccc(NC(=O)Cn2cc3c(n2)CCCC3)cc1,-6,-17,11,10,5,-3.0,-7,7
O=S(=O)(NCc1ccccc1)c1cccc(S(=O)(=O)N2CCOCC2)c1,1,1,8,-21,12,1.4,-1,-18
O=C(/C=C/NNC(=O)c1ccccc1O)c1ccccc1,0,-3,23,-8,28,1.1,5,57*
Cc1noc(C)c1-c1nnc(-c2ccc(OC(F)(F)F)cc2)o1,2,-7,14,-4,18,2.5,10,-24
O=C(O)c1ccc2c(c1)C(=O)N(c1ccccc1-c1ccccc1)C2=O,-3,4,2,6,12,-1.9,2,12
O=c1c2c(nc3nc(COc4ccccc4)[nH]n13)CCC2,-3,-8,8,7,-2,2.2,-1,-10
O=C(CNC(=O)c1cccc(F)c1)N/N=C/c1cccs1,-3,-23,-4,3,11,1.9,-18,-10
CCn1c(SCc2nc3scc(-c4ccccc4)c3c(=O)[nH]2)nnc1-c1cccs1,-2,-14,37,-4,23,-0.3,19,10
CCC(NC(=O)c1cccc(Cn2cc([N+](=O)[O-])cn2)c1)c1ccc(C(C)C)cc1 (stereo unspecified),0,-14,18,10,25,-1.3,-7,4
Cc1c(C)c2ccc(O[C@@H]3O[C@H](CO)[C@@H](O)[C@H](O)[C@H]3O)c(C)c2oc1=O,1,-7,-10,26,-4,-0.4,-21,7
N#Cc1c(N)oc(-c2ccccc2)c1-c1ccccc1,-2,-5,6,-29,24,-1.2,-6,0
# Next part.
SMILES,UPR XBP1 act,Jurkat NFkB inh,tim23-1 inh,697 NFkB inh,tim10-1 inh,CHOP UPR activ,TIM10 inh,Mdm2-MdmX inh
Cc1ccc(O)c(CNc2ccccn2)c1,2,-8,15,-21,0,2.4,-22,6
O=[N+]([O-])c1ccccc1S(=O)(=O)Nc1cccc(S(=O)(=O)N2CCCC2)c1,-1,0,11,-1,0,0.7,11,3
Cc1cc2c(cc(C(=O)OCC(=O)NCc3cccs3)n2C(C)C)o1,12,35,-34,-60,-17,0.2,-88,63*
CCN(CC)c1ccc(CN(C(=O)c2cccs2)C2CCS(=O)(=O)C2)cc1 (stereo unspecified),-2,22,18,0,12,-2.0,15,-19
CN(c1ccccc1C(=O)Nc1cccc(Br)c1)S(=O)(=O)c1ccccc1,-2,-5,27,-6,-2,-0.5,-9,15
CN(CC(=O)N1CCC(C(N)=O)CC1)S(=O)(=O)c1ccc2ccccc2c1,-1,-5,-3,8,-11,-1.6,-1,9
O=C(C1CC(=O)N(c2ccccc2F)C1)N1CCOCC1 (stereo unspecified),0,-3,-14,-6,-16,-1.6,-1,18
CN(C)S(=O)(=O)N1CCN(C(=O)c2cccs2)CC1,-3,3,2,12,5,4.9,3,-5
O=C(CCC(=O)N1CCOc2ccccc21)NCCCN1CCOCC1,-1,-7,15,3,12,-0.2,5,14
O=C(Nc1nnc(S(=O)(=O)N2CCCCCC2)s1)c1ccccc1F,2,2,56*,-9,47*,4.2,31,-12
COc1ccc(OC)c(S(=O)(=O)Nc2cc(OC)c(Cl)cc2OC)c1,-3,16,39,7,30,-1.8,22,11
CCC(=O)N(CC(=O)Nc1sc(C)c(C)c1C(N)=O)Cc1ccc(F)cc1,-2,-6,21,-19,3,-1.9,3,-2
C/C=C/c1ccc(OCC(O)CNCCc2ccc(OC)cc2)c(OC)c1 (stereo unspecified),-5,5,8,2,20,-0.6,16,16
Cc1cc(C(=O)CN2C(=O)C(=O)N(C3CCCC3)C2=O)c(C)n1CCc1ccc(F)cc1,-2,4,20,1,9,-1.3,0,10
O=C(NCCO)C(F)(F)C(F)(F)C(F)(F)OC(F)(C(=O)NCCO)C(F)(F)F (stereo unspecified),-1,-20,7,0,3,1.0,-9,19
O=c1[nH]c2ccccc2c(O)c1O,-2,24,-1,9,2,-0.1,13,8
C/C(=N\NC(=O)c1cc(C(C)C)[nH]n1)c1ccncc1,2,-37,7,-9,3,3.4,-5,-14
CCOC(=O)C1CCN(C(=O)CSCCSCC(=O)N2CCC(C(=O)OCC)CC2)CC1,-2,20,2,8,16,-3.5,5,12
Cc1ccc2nc(COC(=O)c3ccc(Cl)nc3)cc(=O)n2c1,2,-5,-7,-4,-43,2.3,-29,-17
CC(C)c1ccc(OCC(=O)N2CCN(C(=O)c3ccco3)CC2)cc1,-7,13,19,16,8,0.9,13,17
Cc1cccc(NC(=O)CNC(=O)COC(=O)c2ccc(C(C)(C)C)cc2)c1C,-3,-10,17,2,13,-0.8,16,7
COc1cc(NS(=O)(=O)c2ccc(NS(=O)(=O)c3ccc(C)cc3)cc2)nc(OC)n1,-4,-8,11,11,11,-0.1,-19,12
O=C(Nc1nncs1)c1cccc(S(=O)(=O)N2CCCCC2)c1,-1,-3,15,8,12,-0.5,4,-6
CC1(C)CC(=O)C2=C(C1)N(CC1CCCO1)C(=O)NC2(C(F)(F)F)C(F)(F)F (stereo unspecified),-1,-8,25,-3,14,0.4,15,-8
O=C(O)c1cccc(CSc2nnc(-c3cccnc3)o2)c1,-2,-15,-1,-2,0,0.9,8,0

# Next section, overlapping the part above by two compounds.
SMILES,UPR XBP1 act,Jurkat NFkB inh,tim23-1 inh,697 NFkB inh,tim10-1 inh,CHOP UPR activ,TIM10 inh,Mdm2-MdmX inh
CC1(C)CC(=O)C2=C(C1)N(CC1CCCO1)C(=O)NC2(C(F)(F)F)C(F)(F)F (stereo unspecified),-1,-8,25,-3,14,0.4,15,-8
O=C(O)c1cccc(CSc2nnc(-c3cccnc3)o2)c1,-2,-15,-1,-2,0,0.9,8,0
CC1(C)CC(NC(=O)c2ccc(Cl)cc2)CC(C)(C)N1,-5,11,8,16,11,-2.0,17,16
COc1ccccc1CNC(=O)c1ccc(NS(=O)(=O)c2c(C)noc2C)cc1,0,10,9,25,7,1.3,11,-7
Cc1cc(Cl)ccc1NC(=S)NCCCO,-1,-1,10,15,15,0.4,10,-8
CCCOc1ccc(/C=C/C(=O)N2CCOCC2)cc1,0,-71,8,-62,0,5.8,-3,-27
CCOC(=O)C1CCN(C(=O)C(C)Sc2ccc(Cl)cc2)CC1 (stereo unspecified),2,-10,2,-12,35,0.0,4,-7
O=C(NCCc1nc2ccccc2[nH]1)/C(=C/c1ccco1)NC(=O)c1ccccc1Br,-2,12,-1,4,0,-0.8,0,16
C=CCNC(=S)Nc1ccccc1-c1nnc2n1CCCCC2,-2,11,5,7,-12,-1.7,-21,13
O=C(C1Cc2ccccc2CN1S(=O)(=O)c1ccc(F)cc1)N1CCOCC1 (stereo unspecified),-3,13,-3,9,13,-0.2,1,10
O=C(Cc1cccs1)NCc1cccc(F)c1,-2,-30,0,-23,17,-1.2,-19,-4
CCCCCCCCCCCCC(=O)CCCCC(=O)O,-2,-10,11,7,20,-2.2,17,15
C/C(N)=C(/C#N)C(=O)CSc1nc2ccccc2c(=O)n1-c1ccccc1C,8,5,22,-10,29,-2.2,23,-3
Cc1ccc(CNC(=O)CNS(=O)(=O)c2ccc3c(c2)C(C)(C)C(=O)N3C)cc1,-2,-10,5,10,4,-1.2,7,27
CCCC(=O)NCC(c1cccs1)S(=O)(=O)c1ccc(C)cc1 (stereo unspecified),1,3,16,-1,3,1.5,-8,12
CN(C)c1ccc(C(=O)c2ccc(N(C)C)c3ccccc23)cc1,28,42,25,-386,30,2.9,23,56*
CC(=O)Nc1ccc(S(=O)(=O)NC(C(=O)O)C(C)C)cc1 (stereo unspecified),-1,-5,-1,5,11,-1.2,-19,17
Cc1nc(C(=O)O)nn1-c1cc(Cl)ccc1Cl,2,4,6,6,10,0.4,13,-11
CCOC(=O)N1CCN(C(=O)C2CC(=O)N(c3ccc(OC)cc3)C2c2ccc(OC)cc2)CC1 (stereo unspecified),-2,1,10,3,-1,1.7,7,10
Cn1c(CCc2ccccc2)nnc1SCC(N)=O,-2,13,10,-1,2,-0.3,-8,23
O=C(NC1CCCC1)c1ccc2nc[nH]c2c1,-5,-3,2,20,1,-1.9,-10,15
NNC(=O)CNC(=O)C12CC3CC(CC(C3)C1)C2,1,0,-13,-1,7,0.8,11,2
Cc1c(NC(N)=O)c(=O)n(-c2ccccc2)n1C,0,3,-3,-20,8,-0.3,7,-6
COc1ccc(C(=O)Cn2c(C(=O)/C=C/c3ccccc3)nc3ccccc32)cc1,13,-2,19,0,49*,314*,41*,72*
CC(=O)c1cc2c(cc1N(C(=O)c1ccco1)C(C(=O)NC1CCCC1)c1ccccc1F)OCO2 (stereo unspecified),-3,1,11,13,-4,-1.3,14,5
C=CCn1c(SCC(=O)c2ccc(F)cc2)nnc1-c1ccc2c(c1)OCO2,-5,-3,14,13,24,0.0,10,3
CCc1ccc(C2c3[nH]c4ccccc4c3CCN2C(=O)c2ccc(=O)n(C)n2)cc1 (stereo unspecified),-2,17,20,-9,27,0.9,12,17
CCCCN(CC)Cc1ccc(CNC(=O)Nc2ccc(OCC)cc2)o1,-4,-3,14,8,0,-0.7,-4,-29
CC1CCCN(C(=O)CN2C(=O)c3ccccc3S2(=O)=O)C1 (stereo unspecified),1,-25,8,-17,13,-2.5,1,4
Cc1cc(C)nc(NS(=O)(=O)c2ccc(NS(=O)(=O)c3ccsc3)cc2)n1,0,-4,-9,19,-17,0.1,-14,-10

# High-throughput results from PubChem.
